Screening data (PubChem)
RGS4 act = potentiators or activators of RGS4; HEK293 M3R/inducible RGS4, carbachol calcium flux Fluo4; active compounds read low; B-score at 10 µM; actives 0.92% (n = 310,000); AID 463111;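 active means B-score of the integrated calcium signal more than 4 SD below the library mean, with starting fluorescence not abnormally high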;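 further: negative B-score means reduced calcium response which marks RGS4 activation or potentiation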
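Detection: kinetic calcium fluorescence imaging with Fluo4-AM dye, 2 µM / Material: HEK293 cells with stable M3R and inducible RGS4 / Schedule: recording 10 s baseline at 1 Hz, 100 s post-agonist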
KCNK9 inh = inhibitors of human KCNK9 two-pore domain potassium channel | Q9NPC2 | HEK293 KCNK9, FluxOR thallium flux fluorescence; active compounds read low | B-score at 10 µM | actives 1.2% (n = 310,000) | AID 488922;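 active means ratio B-score over 3 SD below the library mean, with starting fluorescence within 5 SD of its mean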;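 further: negative B-score means less thallium flux so channel inhibition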
Target sequence (Q9NPC2 whole entry, looked up, the tested form may be a part): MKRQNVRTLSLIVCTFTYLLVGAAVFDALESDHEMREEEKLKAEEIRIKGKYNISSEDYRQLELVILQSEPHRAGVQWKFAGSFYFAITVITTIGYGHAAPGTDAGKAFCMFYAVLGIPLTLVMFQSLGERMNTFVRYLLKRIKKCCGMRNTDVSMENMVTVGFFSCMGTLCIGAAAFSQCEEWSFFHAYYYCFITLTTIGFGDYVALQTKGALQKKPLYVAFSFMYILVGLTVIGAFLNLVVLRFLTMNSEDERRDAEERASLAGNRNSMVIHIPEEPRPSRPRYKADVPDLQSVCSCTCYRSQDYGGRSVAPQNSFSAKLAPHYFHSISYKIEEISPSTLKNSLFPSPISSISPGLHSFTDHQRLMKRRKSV
KCNQ1 block = blocks the human KCNQ1 potassium channel. P51787. actives 1.3% (n = 310,000). AID 2642. CHO-K1 KCNQ1, FluxOR thallium flux fluorescence; active compounds read high. B-score at 10 µM;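 active means compounds whose thallium flux B-score, printed positive for inhibition, exceeds three library SD while starting fluorescence stays within three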;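 further: channel opened by potassium depolarization with thallium stimulus after 20 min compound exposure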
hERG rescue = shields human hERG channel from block by proarrhythmic agents | CHO-hERG, FluxOR thallium flux, dofetilide IC70 present | activation (rescue from dofetilide block), less the hit threshold, % at 10 µM | actives 0.51% (n = 310,000);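 active means activation above the mean of controls blocked by dofetilide plus 5 SD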;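 further: thallium influx through hERG after potassium depolarization seen as dye fluorescence rise; in these data hits start at about 4.7%; inactives centre near -7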
PolyA inhibitor = blocks polyadenylation in yeast reporter cells. S. cerevisiae SKY197-pL101 polyadenylation reporter, beta-gal luminescence; efflux-impaired pdr1/pdr3 knockout yeast; score 100 = 6 SD above DMSO. calls only at 12 µM. actives 0.02% (n = 300,000). AID 1875;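 active means lowest replicate activity score at least 50, where 100 means six control SD above control mean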;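 further: yeast exposed to compound for 9 h at 30 °C; higher score means more reporter readthrough which indicates perturbed polyadenylation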
GSK3beta inhib = inhibitors of human GSK3beta kinase. actives 0.038% (n = 300,000). GST-GSK3beta kinase, ADP-Glo luminescence, 60 min; active compounds read low. activity score (negative = inhibition), % at 10 µM. P49841;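 active means more than half of replicate wells score below -50%, meaning over 50% inhibition versus plate controls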;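 further: 0% = median DMSO wells and -100% = median GW8510 positive control wells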
Target sequence (P49841 whole entry, looked up): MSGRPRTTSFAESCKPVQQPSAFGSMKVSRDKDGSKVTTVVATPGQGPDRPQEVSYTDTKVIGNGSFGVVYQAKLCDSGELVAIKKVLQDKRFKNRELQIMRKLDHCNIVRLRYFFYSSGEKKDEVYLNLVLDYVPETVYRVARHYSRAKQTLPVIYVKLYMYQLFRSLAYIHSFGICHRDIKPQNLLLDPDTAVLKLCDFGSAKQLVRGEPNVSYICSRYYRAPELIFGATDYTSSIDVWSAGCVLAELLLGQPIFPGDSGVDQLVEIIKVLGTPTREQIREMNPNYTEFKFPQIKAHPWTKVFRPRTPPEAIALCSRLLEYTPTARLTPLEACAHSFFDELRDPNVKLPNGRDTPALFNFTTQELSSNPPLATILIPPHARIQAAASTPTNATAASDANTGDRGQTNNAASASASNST
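Test system: GST-tagged human GSK3beta kinase, cell-free; evaluation: activity score scaled between in-plate DMSO and GW8510 controls; measured by: ADP-Glo luminescence; incubation: 60 min reaction, RT; benchmarks: DMSO and 20 µM GW8510; reagent: peptide substrate plus 25 µM ATP (final); medium: Tris/MgCl2 kinase buffer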
GSK3 alpha inh = blocks human GSK-3 alpha kinase | ADP-Glo luminescence, 60 min | P49840 | actives 0.1% (n = 320,000) | inhibition, % at 10 µM;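 in the data active means inhibition above about 50%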;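 further: GST-tagged GSK-3 alpha with peptide substrate and 25 µM ATP; 0% = DMSO neutral wells and 100% = GW8510 positive control wells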
Dyrk1A ADPGlo = blocks rat Dyrk1A kinase activity; Q63470; ADP-Glo luminescence, NFATc1 peptide; inhibition, % at 12.5 µM; actives 0.43% (n = 310,000); AID 504441; in the data active means inhibition above about 50%;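 further: plate controls were vehicle with enzyme for no effect and no enzyme for full effect; many of its hits are not listed in these tables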
KCNQ1 pot = potentiates or activates the human KCNQ1 potassium channel; actives 0.35% (n = 310,000); AID 2648; P51787; B-score at 10 µM; CHO-K1 KCNQ1, thallium flux FluxOR fluorescence; active compounds read high;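 active means fluorescence ratio B-score, a plate-corrected score, at least three library SD, with initial intensity B-score within 5 SD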
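Material: CHO-K1 cells stably expressing KCNQ1. Medium: assay buffer for compound exposure, DMSO matched across wells. Reagent: K+/Tl+ depolarizing stimulus. Compound dosing: single-concentration screen. Times: 37 °C overnight plating, 90-min dark dye load, 20-min compound pretreatment. Technique: FluxOR Tl+ flux fluorescence.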
KCNK3 block = human KCNK3 channel inhibition, primary screen; O14649; CHO-KCNK3 thallium flux, FluxOR fluorescence; active compounds read low; B-score at 10 µM; actives 0.84% (n = 340,000); AID 602410;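 active means B-score under library mean minus 4 SD, starting fluorescence ratio at most library mean plus 5 SD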;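 further: more negative B-score means stronger inhibition of thallium flux through KCNK3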
RGS4 inh = human RGS4 inhibition; P49798; HEK293 M3R/RGS4 inducible, Fluo-4 calcium flux; active compounds read high; triggered by carbachol at its EC20; B-score at 10 µM; actives 0.45% (n = 310,000); AID 463165;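 active means B-score, a plate-corrected calcium signal, over three deviations above library mean, with baseline fluorescence within five deviations of library mean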;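 further: RGS4 expression induced by doxycycline in cells with stable M3 receptor; B-score is computed from the integrated fluorescence ratio over baseline after carbachol; higher B-score means a larger calcium signal and so more RGS4 inhibition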
Target sequence (P49798 whole entry, looked up): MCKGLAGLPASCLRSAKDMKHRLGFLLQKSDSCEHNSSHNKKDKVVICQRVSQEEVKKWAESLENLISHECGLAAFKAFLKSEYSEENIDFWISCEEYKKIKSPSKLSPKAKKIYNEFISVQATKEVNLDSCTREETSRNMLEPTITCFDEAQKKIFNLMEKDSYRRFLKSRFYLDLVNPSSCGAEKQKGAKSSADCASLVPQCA
* marks the source's active call; other numbers are inactive results; i = inactive; x = no result given. These rows are one share of the data; the hit share may differ from the screen's.

Order of values – RGS4 act, KCNK9 inh, KCNQ1 block, hERG rescue, PolyA inhibitor, GSK3beta inhib, GSK3 alpha inh, Dyrk1A ADPGlo, KCNQ1 pot, KCNK3 block, RGS4 inh
CCC(C)NC(=O)c1ccc(CSCc2ccccc2Cl)o1 (stereo not drawn)
  i, -6.7*, i, 1, i, 1, 2, x, i, i, i
CCn1c(=NC(=O)c2ccco2)sc2cccc(F)c21
  i, i, i, -9, i, 1, -3, 5, i, i, i
COc1ccc(N2C(=NC(=O)C3CCCO3)SC3CS(=O)(=O)CC32)cc1 (stereo not drawn)
  i, i, i, -5, i, 0, -6, -10, i, i, i
Nc1c(C(O)(C(F)(F)F)C(F)(F)F)ccc2ccccc12
  i, i, i, -14, i, -1, x, 21, i, i, i
CNC1(c2nnnn2-c2ccccc2C)CCOC(C)(C)C1 (stereo not drawn)
  i, i, i, -13, i, -3, -3, -5, i, i, i
Cc1ccc(C(=O)Cn2c3[n+](c4ccccc42)CC(O)CS3)cc1 (stereo not drawn)
  i, i, i, 0, i, 5, 0, 7, i, i, i
COc1ccccc1CNC(=O)c1cc(-c2ccccc2)nn1CC1CC(c2cccc([N+](=O)[O-])c2)=NO1 (stereo not drawn)
  i, -8.7*, i, -8, i, 1, -2, x, i, i, i
C=C(C)CSc1nnc(-c2ccc(OC)c(OC)c2)n1N
  i, i, i, -6, i, 3, 2, -3, i, i, i
CCC(CC)c1nnc(NC(=O)Cc2cccs2)s1
  i, i, i, -6, i, 2, -2, -1, i, i, i
O=C(O)CNC(=O)c1ccccc1F
  i, i, i, -1, i, 3, -1, 4, i, i, i
CCOC(=O)C1(Cc2ccccc2C(F)(F)F)CCN(C(=O)c2cc(C(C)=O)n[nH]2)CC1
  i, i, i, -11, i, 3, 6, -1, i, i, i
CCC(C)C(=O)Nc1nc2ccc(S(C)(=O)=O)cc2s1 (stereo not drawn)
  i, i, i, -3, i, 1, 3, 45, i, i, i
O=C(Cn1nc2n(c1=O)-c1ccccc1SC2)N/N=C/c1cccs1
  i, i, i, -10, i, 3, 0, -4, i, i, i
COCCOC(=O)c1c(C)oc2ccc(OCC=C(C)C)cc12
  i, i, i, -1, i, 4, -6, 1, i, -9.1*, i
COc1ccc(S(=O)(=O)N2CCOCC2)c(C)c1C
  i, i, i, -12, i, 0, -2, -4, i, i, i

Taken from above.
CCC(C)C(=O)Nc1nc2ccc(S(C)(=O)=O)cc2s1 (stereo not drawn) – GSK3beta inhib: 1
CCC(C)NC(=O)c1ccc(CSCc2ccccc2Cl)o1 (stereo not drawn) – hERG rescue: 1

The list continues:
Order of values – RGS4 act, KCNK9 inh, KCNQ1 block, hERG rescue, PolyA inhibitor, GSK3beta inhib, GSK3 alpha inh, Dyrk1A ADPGlo, KCNQ1 pot, KCNK3 block, RGS4 inh
CC(C)OCC(O)CCc1n[nH]c(=S)n1-c1ccccc1 (stereo not drawn)
  i, i, i, -1, i, 2, -1, 6, i, i, i
CN=c1sc2ccccc2n1CC(O)c1ccccc1 (stereo not drawn)
  i, i, i, -5, i, 3, -3, -1, i, i, i
COC(=O)c1ccc2c(=O)n(Cc3ccc(C(=O)NCCCN4CCOCC4)cc3)c(=S)[nH]c2c1
  i, i, i, -9, i, -1, 2, -1, i, i, i
COc1cc(C(=O)O)cc(NC(=O)c2cccs2)c1OC
  i, i, i, -4, i, 1, 0, 7, i, i, i
COC(=O)CC1SC(=O)NC1=O (stereo not drawn)
  i, i, i, -4, i, 3, 2, -1, i, i, i
COc1cc([N+](=O)[O-])cc2sc(NC(=O)c3c(F)cccc3F)nc12
  i, i, i, -2, i, -2, 0, 8, i, i, i
CC(=O)N1N=C(c2ccc3ccccc3c2)OC1(C)C
  i, i, i, -13, i, 0, -2, 5, i, i, i
CSc1ccc(C(=O)C2CCCN(C(=O)CCc3cnn(C)c3)C2)cc1 (stereo not drawn)
  i, i, i, -14, i, 1, 5, 5, i, i, i
CN(Cc1ccccc1)C(=O)COC(=O)C1CCN(S(=O)(=O)c2ccc(Cl)c(C(F)(F)F)c2)CC1
  i, i, i, -6, i, 0, -2, -13, i, i, i
CN(C)CCN(Cc1ccco1)C(=O)c1oc2ccccc2c1NC(=O)COc1ccccc1
  i, i, i, -18, i, -3, 6, 3, i, i, i
CCN(CC(=O)Nc1ccccc1OC)C(=O)CSCC(=O)Nc1ccc(OC)cc1
  i, i, i, -13, i, 0, -2, -1, i, i, i
COc1ccc(OC)c(S(=O)(=O)NC(N)=NCCc2ccccc2OC)c1
  i, i, i, -5, i, 2, -1, x, i, x, i
CNC(=O)CSc1nc2cc(S(=O)(=O)Nc3ccc(OC)cc3)ccc2o1
  i, i, i, -6, i, 2, -1, 5, i, i, i
CSC1=NCCN1C(=O)c1ccc(S(=O)(=O)N2CCOCC2)cc1
  i, i, i, -6, i, 5, -3, -3, i, i, i
O=C(N/N=C/c1cccc(O)c1)c1cc(-c2ccccc2)nc2ccccc12
  i, i, i, -6, i, -1, -1, -1, i, i, i
Clc1ccccc1Cn1nnc(-c2cccs2)n1
  i, i, i, -10, i, 1, 1, 3, i, i, i
CCc1nnc(NC(=O)CSc2nnc(C)n2Cc2ccccc2)s1
  i, i, i, 4, i, 0, -2, 2, i, i, i
CCOc1ccc(NS(=O)(=O)c2ccc(NS(=O)(=O)c3cccs3)cc2)cc1
  i, i, i, -5, i, -1, -2, 4, i, i, i
Fc1ccc(/C=N/n2cnn(Cc3ccccc3Cl)c2=S)cc1
  i, i, i, -11, i, 0, -1, 0, i, i, i
Cc1ccc(Oc2ccc3c(c2)C(=O)N(c2cccc4cccnc24)C3=O)cc1
  i, i, i, -12, i, -1, -3, 0, i, i, i
CCC1CCCCN1CCCNC(=O)c1cn(CC)c2ccc(S(=O)(=O)N3CCc4ccccc4C3)cc2c1=O (stereo not drawn)
  -9*, i, i, -11, i, 2, -4, 1, i, i, i
O=C(Cc1cccs1)Nc1ccc(C(=O)O)cc1
  i, i, i, -4, i, 2, 0, 1, i, i, i
CCN(CC)S(=O)(=O)c1ccc(N2CCCC2)c(NC(=O)CN2C(=O)NC3(CCCC3)C2=O)c1
  i, i, i, -16, i, 1, -2, 2, i, i, i
O=C(NC1(C(F)(F)F)NC(=O)N(C2CCCCC2)C1=O)c1cccs1 (stereo not drawn)
  i, i, i, -5, i, 1, 2, 10, i, i, i
CCc1nc2ccccc2n1CCC(=O)O
  i, i, i, -2, i, 0, 0, 0, i, i, i
Cc1ccccc1Oc1ccc(NC(=O)C2CC=CCC2C(=O)O)cc1 (stereo not drawn)
  i, i, i, -10, i, 1, -7, -3, i, i, i
C#CC1(O)CC(C)NCC1(C)CCC#N (stereo not drawn)
  i, i, i, -4, i, 2, -1, 2, i, i, i
COc1ccc(N2CCCCn3c2nc2c3c(=O)[nH]c(=O)n2C)cc1
  i, i, i, -15, i, -3, -9, 2, i, i, i
Cc1c(N2C(=O)CSC2c2ccccc2)c(=O)n(-c2ccccc2)n1C (stereo not drawn)
  i, i, i, -7, i, 3, -1, -5, i, i, i
COc1cc(C2C(C(C)=O)=C(O)C(=O)N2CCc2ccc(OC)c(OC)c2)ccc1O (stereo not drawn)
  i, i, i, -12, i, 0, 1, 6, i, i, i

5 compounds from above, limited to GSK3 alpha inh:
Structure | GSK3 alpha inh
C=C(C)CSc1nnc(-c2ccc(OC)c(OC)c2)n1N | 2
CCC(CC)c1nnc(NC(=O)Cc2cccs2)s1 | -2
O=C(O)CNC(=O)c1ccccc1F | -1
CCOC(=O)C1(Cc2ccccc2C(F)(F)F)CCN(C(=O)c2cc(C(C)=O)n[nH]2)CC1 | 6
CCC(C)C(=O)Nc1nc2ccc(S(C)(=O)=O)cc2s1 (stereo not drawn) | 3

(further entries)
Order of values – RGS4 act, KCNK9 inh, KCNQ1 block, hERG rescue, PolyA inhibitor, GSK3beta inhib, GSK3 alpha inh, Dyrk1A ADPGlo, KCNQ1 pot, KCNK3 block, RGS4 inh
O=C(CC(Cc1ccccc1)c1ccco1)NC1CCCCC1 (stereo not drawn)
  i, i, i, -7, i, 1, -4, 4, i, i, i
O=C(OCc1nc2scc(-c3ccccc3)c2c(=O)[nH]1)c1cccc([N+](=O)[O-])c1
  i, i, i, -6, i, -2, -2, -3, i, i, i
COc1ccc(/C=C(\C#N)C(=O)OCC(=O)NC(=O)NCCC(C)C)cc1
  i, i, i, -9, i, -1, -3, 6, i, i, i
CC(O)[C@H]1CNCCN1CCc1cccc2ccccc12 (stereo partly drawn)
  i, i, i, -9, i, 2, 3, 6, i, i, i
COc1ccc(C2/C=C\CN(S(=O)(=O)c3cccc4cccnc34)CC(=O)N2Cc2ccc(F)cc2)cc1 (stereo not drawn)
  i, i, i, -7, i, 4, -1, x, i, i, i
CCOc1ccc(-c2nnc3ccc(SCC(=O)Nc4nc5ccccc5s4)nn23)cc1
  i, i, i, -7, i, 4, 6, -4, i, i, i
O=C(Nc1ccc(O)cc1)c1ccc(NC(=O)c2cccs2)cc1
  i, i, i, -8, i, -4, -4, 0, i, i, i
CCc1ccc(C2C(C#N)=C(N)OC3=C2C(=O)CCC3)s1 (stereo not drawn)
  i, i, i, -6, x, 3, -2, -3, i, i, i
CCOc1ccc(NC(=O)CCS(=O)(=O)c2cccc3nsnc23)cc1
  i, i, i, -12, i, 2, -3, 1, i, i, i
COC(=O)COc1cccc2c(=O)n(CC(=O)Nc3ccc4c(c3)OCCO4)ccc12
  i, i, i, -5, i, 1, 4, 15, i, i, i
Cc1c(N=Cc2c(O)n(C3CCCCC3)c(=O)[nH]c2=O)c(=O)n(-c2ccccc2)n1C
  i, i, i, -4, i, 2, 5, -1, i, i, i
Cc1ccnc(NC(=O)Cc2ccc(F)cc2)n1
  i, i, i, -11, i, 1, 0, -9, i, i, i
O=C(O)COc1ccc(Br)cc1/C=N/O
  i, i, i, -9, i, 3, x, 0, i, i, i
